# ADAM17 inh: inhibitors of human ADAM17 | AID 720648 | 370,000 compounds, 0.83% hits | inhibition, % at 6.95 µM | recombinant ADAM17, EDANS/DABCYL FRET peptide cleavage;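 active = inhibition above the mean of compounds lying between control limits plus 3 SD, set per campaign, cut at about 8.5% in these data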;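 note: 0% = DMSO-only wells as the low control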
# Tn7 DDE FP: DD(E)-Tn7 binding inhibition, primary FP screen | P02675 | FP displacement of FITC-Tn7 peptide from fibrin DD(E); 0% = median of compound wells per plate | inhibition, % at 8.3 µM | 370,000 compounds, 0.13% hits | AID 720508;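 active = inhibition above the mean of compounds falling within the control limits plus 3 SD of them, cut at about 14% in these data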;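 note: 0% = plate median of compound wells and 100% = 10 µM Aha-Tn7 peptide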
#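 Test system – human fibrin DD(E) · Times – 10 min preincubation, 3 h with tracer, room temperature · Detection – fluorescence polarization of the labelled Tn7 tracer · Measure – percent inhibition normalized to high-control wells · Benchmarks – high control wells with 10 µM unlabelled Aha-Tn7 peptide (full inhibition) · Repeats – singlicate testing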
# ADAM10 inh: inhibitors of human ADAM10. O14672. 370,000 compounds, 0.62% hits. inhibition, % at 7 µM. recombinant ADAM10, EDANS/DABCYL FRET peptide cleavage, 3 h;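 active = inhibition above a per-campaign cutoff equal to the mean of compounds falling between control-based bounds plus 3 SD, cut at about 20% in these data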;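 note: 0% = DMSO wells while the 100% control is not disclosed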
# LEDGF integ inh: blocks HIV-1 LEDGF/p75-dependent DNA integration. 370,000 compounds, 0.64% hits. inhibition, % at 3.7 µM. TR-FRET IN-LEDGF/p75 DNA integration, Eu/Cy5. AID 743269;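 active = inhibition above the screen-wide mean plus 3 SD, cut at about 13% in these data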;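 note: signal is the Cy5 over europium emission ratio at 671 and 618 nm; 0% = plate median of compound wells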
# TDP2 inh: TDP2 (human) inhibition, absorbance primary screen. inhibition, % at 12.8 µM. 370,000 compounds, 0.34% hits. O95551. recombinant TDP2, T5PNP hydrolysis, p-nitrophenol absorbance 415 nm;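 active = inhibition above the mean of all tested compounds plus 3 SD, set per campaign, cut at about 25% in these data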;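 note: 0% = DMSO with enzyme and 100% = buffer with substrate but no TDP2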
#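 Evaluation: % inhibition relative to enzyme-containing and enzyme-free wells. Material: recombinant human TDP2. Benchmarks: enzyme-free and DMSO wells. Timing: enzyme reaction with compound for 2 h at 37 °C. Compound dosing: 12.8 µM only. Measured by: p-Nitrophenol epi absorbance. Reagent: T5PNP substrate at 5 mM, a TopII-DNA adduct mimic. Replication: single well per compound.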
# DDE Tn6 FP inh: disrupts Tn6 cyclic peptide binding to fibrin D-Dimer-E complex | P02675 | Fibrin DD(E) TRITC-Tn6 fluorescence polarization displacement | inhibition, % at 8.3 µM | 370,000 compounds, 0.21% hits | AID 720509;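 active = inhibition above a per-campaign cutoff: mean of compounds within control limits plus 3 SD, cut at about 15% in these data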;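 note: 0% = median of all compound wells on the plate and 100% = blocking peptide control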
# ARFGAP1 inhibitor: inhibits rat ARF GTPase activating protein 1; Q62848; Arfgap1-stimulated ARF1 GTP hydrolysis, GDP FP detection; inhibition, % at 16.5 µM; 360,000 compounds, 0.26% hits; AID 651572;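 active = inhibition above a per-plate limit, mean inhibition of low control wells plus 3 SD, cut at about 25% in these data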;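 note: 0% = DMSO wells with enzyme and 100% = wells lacking Arfgap1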
#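 Assay system: Rat Arfgap1 GAP domain (His6, aa 1-136), purified enzyme | Buffer or medium: HEPES 25 mM pH 7.5, NaCl 150 mM, MgCl2, DTT | Schedule: GTP hydrolysis reaction 2 h at 25 °C | Signal: FP of antibody-bound GDP Alexa 633 tracer, ex 620/em 688 nm | Measure: Percent inhibition of Arfgap1-stimulated GTP hydrolysis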
# ASAP1 GAP inh: ASAP1 ArfGAP inhibition | Q9ULH1 | ASAP1-stimulated ARF1 GTP hydrolysis, GDP FP detection | inhibition, % at 16.5 µM | 360,000 compounds, 0.19% hits | AID 624377; in the data active = inhibition above about 25%;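 note: 0% = vehicle with enzyme and substrate and 100% = no enzyme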
# PLC-gamma1 inh: blocks human PLC-gamma1 enzyme activity; P19174; purified PLC-gamma1, fluorogenic substrate, fluorescence; inhibition, % at 12.2 µM; 370,000 compounds, 0.84% hits; in the data active = inhibition above about 9.5%
# KLK7 zymogen act: activates the human kallikrein-7 zymogen | P49862 | purified proKLK7, EDANS-DABCYL substrate fluorescence; 100% is mature enzyme control, 0% vehicle | activation, % at 7 µM | 370,000 compounds, 0.9% hits | AID 652039;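 active = activation above the mean of all tested compounds plus 3 SD, computed per campaign excluding outliers beyond control limits, cut at about 13% in these data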
# Starred values were filed as active, the others as inactive; i = inactive.
# Key to letters – A = ADAM17 inh; B = Tn7 DDE FP; C = ADAM10 inh; D = LEDGF integ inh; E = TDP2 inh; F = DDE Tn6 FP inh; G = ARFGAP1 inhibitor; H = ASAP1 GAP inh; I = PLC-gamma1 inh; J = KLK7 zymogen act
CCCC(CCC(=O)Nc1cc([N+](=O)[O-])ccc1O)C(=O)O (centres undefined)
  A = 1; B = 9; C = 1; D = -1; E = -5; F = -1; G = -1; H = -2; I = 0; J = -0.1
CC1(C)CC(=O)c2cc3c(nc2C1)CC(C)(C)CC3=O
  A = -4; B = 9; C = -7; D = -1; E = 5; F = -4; G = 6; H = -12; I = 0; J = -0.1
S=C(NCc1ccncc1)Nc1ccc(Cl)c(Cl)c1
  A = 0; B = 6; C = 5; D = 1; E = -3; F = 3; G = 5; H = 23; I = 2; J = 0.1
CCCCn1c(=O)[nH]c2ccccc21
  A = -1; B = 0; C = 6; D = 0; E = -6; F = 3; G = 7; H = -2; I = 4; J = 0.1
Cc1cc(=O)oc2ccc(OC(=O)c3cccc(S(=O)(=O)N4CCOCC4)c3)cc12
  A = -6; B = 1; C = 0; D = -1; E = 0; F = -2; G = 0; H = 7; I = -9; J = 2.1
CC(=O)N1c2ccc(S(=O)(=O)N3CCCC(C(=O)Nc4ccc(C)cc4)C3)cc2CC1C (centres undefined)
  A = -2; B = 4; C = -1; D = 0; E = -3; F = -3; G = -1; H = 11; I = -3; J = 0.4
CC(C)CN1C2CCCC1CC(NC(=S)NCc1ccco1)C2 (centres undefined)
  A = -2; B = -3; C = -6; D = -2; E = 1; F = -1; G = 4; H = 4; I = 2; J = 0.3
COc1cc(NC(=O)CSc2nccc(=O)[nH]2)c(C)cc1[N+](=O)[O-]
  A = -2; B = 3; C = 0; D = 0; E = 4; F = 7; G = -2; H = 2; I = 2; J = 0.2
C[C@H](NC(=O)c1nc[nH]c1C(=O)NCCCCCNC(=O)OC(C)(C)C)C(=O)OCc1ccccc1
  A = 4; B = 4; C = 10; D = -3; E = -7; F = 2; G = 8; H = 1; I = 1; J = 0.5
CC(=O)OC[C@H]1O[C@@H](Oc2cc(O)cc3oc(-c4ccc(O)cc4)cc(=O)c23)[C@H](O[C@@H]2O[C@@H](C)[C@H](O)[C@@H](O)[C@H]2O)[C@@H](O)[C@@H]1O
  A = -20; B = -1; C = -89; D = 2; E = 0; F = -4; G = -3; H = 0; I = i; J = -53
COc1ccc(N2CCN(S(=O)(=O)c3ccc4c(c3)NC(=O)C(C)C(=O)N4)CC2)cc1 (centres undefined)
  A = -2; B = -3; C = -1; D = 4; E = 4; F = 2; G = -1; H = 13; I = 1; J = -0.1
COc1cccc(-c2ccc(C#N)c(OC(=O)c3ccc(Cl)cc3)n2)c1
  A = -278; B = -1; C = i; D = -2; E = -8; F = 4; G = -3; H = 3; I = -185; J = -33
CC(=O)c1cccc(-c2cnc3c(NC=O)cc(-c4ccc(N(C)C)cc4)cn23)c1
  A = 0; B = 5; C = -1; D = 0; E = 8; F = -13; G = -10; H = 22; I = -93; J = -0.4
Cc1cccc(CN2CCN([C@H]3CS(=O)(=O)N[C@@H]3COCc3ccccc3)CC2)c1
  A = -8; B = 1; C = -6; D = 3; E = 6; F = -6; G = -1; H = -8; I = -6; J = -0.1
CCCCN(C(=O)NC(=O)C1=C(N2CCOCC2)/C(=C/c2ccccc2)CC1)S(C)(=O)=O
  A = -139; B = -3; C = i; D = 1; E = -3; F = 1; G = -5; H = 2; I = -194; J = -291
Oc1ccc(/C=N/N2CCN(C3c4ccccc4-c4ccccc43)CC2)cc1O
  A = 1; B = -7; C = 5; D = 3; E = -11; F = -2; G = 6; H = 9; I = 0; J = -0.6
Cc1nc(/C(N)=N/OC(=O)Cc2ccccc2)no1
  A = -1; B = -2; C = 10; D = 3; E = -7; F = -1; G = 1; H = -14; I = 5; J = -0.3
O=C(c1ccco1)N1CCN(C(=O)c2ccccc2NS(=O)(=O)c2ccc(F)cc2)CC1
  A = 3; B = -7; C = 0; D = -1; E = -3; F = 9; G = 3; H = 12; I = 1; J = 0.2
O=[N+]([O-])c1nc2ccccc2[nH]1
  A = -3; B = -1; C = -5; D = -3; E = 2; F = 1; G = -4; H = -15; I = 2; J = -0.7
CCN(C(=O)C1CCCN1S(=O)(=O)c1cccc2nsnc12)c1ccccc1 (centres undefined)
  A = -2; B = 7; C = 9; D = 4; E = -7; F = 6; G = 7; H = 4; I = 8; J = 0.2

# Five compounds from above, ordered by length of the SMILES, lowest first.
# Key to letters – A = ADAM17 inh; B = Tn7 DDE FP; C = ADAM10 inh; D = LEDGF integ inh; E = TDP2 inh; F = DDE Tn6 FP inh; G = ARFGAP1 inhibitor; H = ASAP1 GAP inh; I = PLC-gamma1 inh; J = KLK7 zymogen act
CC1(C)CC(=O)c2cc3c(nc2C1)CC(C)(C)CC3=O
  A = -4; B = 9; C = -7; D = -1; E = 5; F = -4; G = 6; H = -12; I = 0; J = -0.1
COc1cccc(-c2ccc(C#N)c(OC(=O)c3ccc(Cl)cc3)n2)c1
  A = -278; B = -1; C = i; D = -2; E = -8; F = 4; G = -3; H = 3; I = -185; J = -33
CCN(C(=O)C1CCCN1S(=O)(=O)c1cccc2nsnc12)c1ccccc1 (centres undefined)
  A = -2; B = 7; C = 9; D = 4; E = -7; F = 6; G = 7; H = 4; I = 8; J = 0.2
CC(=O)c1cccc(-c2cnc3c(NC=O)cc(-c4ccc(N(C)C)cc4)cn23)c1
  A = 0; B = 5; C = -1; D = 0; E = 8; F = -13; G = -10; H = 22; I = -93; J = -0.4
CC(=O)N1c2ccc(S(=O)(=O)N3CCCC(C(=O)Nc4ccc(C)cc4)C3)cc2CC1C (centres undefined)
  A = -2; B = 4; C = -1; D = 0; E = -3; F = -3; G = -1; H = 11; I = -3; J = 0.4

# The listing continues.
# Key to letters – A = ADAM17 inh; B = Tn7 DDE FP; C = ADAM10 inh; D = LEDGF integ inh; E = TDP2 inh; F = DDE Tn6 FP inh; G = ARFGAP1 inhibitor; H = ASAP1 GAP inh; I = PLC-gamma1 inh; J = KLK7 zymogen act
CCc1nnc(NC(=O)CN2CCN(C3CCCCC3)CC2)s1
  A = 1; B = 4; C = -1; D = -5; E = 8; F = 5; G = -5; H = -11; I = 1; J = 0.2
COc1cccc(Oc2coc3cc(OC(=O)N4CCOCC4)ccc3c2=O)c1
  A = 0; B = -8; C = -6; D = 5; E = -12; F = -4; G = -14; H = 10; I = -1; J = -0.1
CCC(=O)OC1(C#CCOc2ccc(OC)cc2)CCN(C)CC1
  A = -1; B = -3; C = 7; D = 1; E = 2; F = 3; G = -1; H = 12; I = 3; J = 0.1
CCc1ccc(NCc2cc3c(C)nn(-c4ccccc4)c3[nH]c2=O)cc1
  A = -6; B = 1; C = -17; D = 6; E = -5; F = -2; G = 3; H = -3; I = -83; J = 0.3
CCCCc1ccc(NC=C2C(=O)OC3(CCCCC3)OC2=O)cc1
  A = -1; B = 6; C = -3; D = 1; E = 3; F = 4; G = 4; H = -17; I = -40; J = 0.1

# Profiles from above.
# CCC(=O)OC1(C#CCOc2ccc(OC)cc2)CCN(C)CC1 is listed with ADAM17 inh = -1; Tn7 DDE FP = -3; ADAM10 inh = 7; LEDGF integ inh = 1; TDP2 inh = 2; DDE Tn6 FP inh = 3; ARFGAP1 inhibitor = -1; ASAP1 GAP inh = 12; PLC-gamma1 inh = 3; KLK7 zymogen act = 0.1
# CCc1ccc(NCc2cc3c(C)nn(-c4ccccc4)c3[nH]c2=O)cc1 is listed with ADAM17 inh = -6; Tn7 DDE FP = 1; ADAM10 inh = -17; LEDGF integ inh = 6; TDP2 inh = -5; DDE Tn6 FP inh = -2; ARFGAP1 inhibitor = 3; ASAP1 GAP inh = -3; PLC-gamma1 inh = -83; KLK7 zymogen act = 0.3

# Screening results (PubChem BioAssay)
